# Menin MLL FP TR: qHTS Assay for Inhibitors Targeting the Menin-MLL Interaction in MLL Related Leukemias: Competition With Texas Red Labeled MLL-derived Mutant Peptide. O00255. actives 0.23% (n = 270,000). AID 1768, 2009. Menin + Texas Red MLL mutant peptide, fluorescence polarization. Potency, µM (doses to about 61.6 µM), for the others: at the top dose FP activity change, negative = inhibition, most hits filed as inhibitors; active = well fitted inhibition curve with a large enough effect in the polarisation, with a control signal flat, not every such curve was filed as active; inconclusive = small, poorly fitted or top-dose-only effect, or effect the other way, or a change in a side signal; inactive = no such curve, though single readings can be large or run the other way; the % refers to the polarisation; also: potency is read from the fitted curve at half-maximal effect; % of control where 0% means no effect; many of its hits are not listed in these tables
# Target sequence (O00255 whole entry, looked up): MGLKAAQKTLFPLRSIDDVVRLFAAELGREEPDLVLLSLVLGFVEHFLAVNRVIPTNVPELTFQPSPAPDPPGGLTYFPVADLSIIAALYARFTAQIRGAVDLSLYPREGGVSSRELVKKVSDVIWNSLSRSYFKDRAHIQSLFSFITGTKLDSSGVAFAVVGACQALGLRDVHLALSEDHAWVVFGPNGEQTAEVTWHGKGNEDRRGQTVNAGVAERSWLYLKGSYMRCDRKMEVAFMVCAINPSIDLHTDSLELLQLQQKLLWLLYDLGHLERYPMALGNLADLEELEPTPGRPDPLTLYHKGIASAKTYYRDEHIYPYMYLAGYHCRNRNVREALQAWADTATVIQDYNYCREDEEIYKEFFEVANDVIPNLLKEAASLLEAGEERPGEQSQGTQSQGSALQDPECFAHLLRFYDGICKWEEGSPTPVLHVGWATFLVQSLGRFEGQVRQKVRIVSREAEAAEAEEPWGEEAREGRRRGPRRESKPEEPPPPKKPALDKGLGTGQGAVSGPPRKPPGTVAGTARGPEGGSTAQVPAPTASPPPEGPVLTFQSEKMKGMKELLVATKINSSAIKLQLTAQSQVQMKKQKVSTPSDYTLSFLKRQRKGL
# Gal4-VP16 FLuc: VP16 counterscreen qHTS for inhibitors of ROR gamma transcriptional activity; Drosophila S2 Gal4-VP16 UAS-luciferase, luminescence, 20 h; Potency, µM (top dose mostly 53.6 µM), for inactives: at the top dose activity, negative = inhibition, hits mostly inhibitors; actives 3.5% (n = 310,000);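 also: Gal4-VP16 expression switched on by copper sulfate through the metallothionein promoter; potency is read from the fitted curve at half-maximal effect; % is scaled to controls: 0 for no effect and ±100 for the full control effect; nearly all actives have a fitted effect of over 50% in size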
# PKM2 activator: qHTS Assay for Activators of Human Muscle isoform 2 Pyruvate Kinase. Potency, µM (doses to about 57.5 µM), for the others: top-dose activation, most hits filed as activators. purified PKM2, Kinase-Glo ATP luminescence, activation; response scale: 0% is enzyme alone, no compound. actives 0.34% (n = 260,000). Pyruvate kinase PKM (Homo sapiens), P14618; also: potency is read from the fitted curve at half-maximal effect; % is scaled to controls: 0 for no effect and ±100 for the full control effect; nearly all actives have a fitted effect of over 55% in size
#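 Purified hPK-M2 (>95%) run at intermediate activity with 0.1 mM ADP and 0.5 mM PEP in 50 mM imidazole pH 7.2, KCl, MgCl2; 1 h room temperature. ATP formed read by Kinase-Glo luminescence; normalized to uninhibited and no-enzyme controls.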
# ELG1 genotox: qHTS screen for small molecules that induce genotoxicity in human embryonic kidney (HEK293T) cells expressing luciferase-tagged ELG1 | HEK293T ELG1-luciferase reporter, luminescence, 16 h | Potency, µM (series often up to 46 µM), inactives show top-dose activity change, positive = activation, actives largely listed as activators | actives 1.3% (n = 330,000); also: potency is read from the fitted curve at half-maximal effect; % of control where 0% means no effect; nearly all actives have a fitted effect of over 60% in size
#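 Cells (2,000/well) expressing the ELG1-luciferase fusion are dosed by pin tool and kept 16 hr at 37 °C, 5% CO2. Signal comes from ONE-Glo luciferase reagent after 30 min at room temperature.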
# NPC1 prom act: qHTS Assay for NPC1 Promoter Activators. Potency, µM (series often up to 9.22 µM), inactives show top-dose activation, hits mostly activators. AID 485313, 2010. Huh7 NPC1 promoter luciferase reporter, 24 h. actives 2.4% (n = 320,000);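 also: potency is read from the fitted curve at half-maximal effect; % of control where 0% means no effect; nearly all actives have a fitted effect of over 60% in size; reporter is driven by a mutant NPC1 promoter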
#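 NPC1 promoter–luciferase Huh7 cells; 24 h compound; luminescence.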
# Giardia killer: Small Molecules that selectively kill Giardia lamblia: qHTS | Giardia lamblia trophozoite viability | activity change, % at 7.66 µM, hits read low | actives 0.15% (n = 340,000) | AID 540267, 2011; in the data active = activity change below about -80%; inconclusive = between about -30% and that limit;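 also: parasites exposed to compound for two days anaerobically before the ATP read; % is scaled to controls: 0 for no effect and ±100 for the full control effect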
#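 Giardia lamblia trophozoites (100 cells/well) were incubated with compounds for 48 h at 37 deg C under anaerobic conditions. Viability was read as ATP content by one-step luminescence after 15-30 min at room temperature.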
# p53 reactivation: qHTS assay for re-activators of p53 using a Luc reporter | H1299 p53-A138V BP100-luciferase reporter, luminescence, 24 h | Potency, µM (titrated, usually from 92.2 µM), for the others: at the top dose activity change, positive = activation, hits mostly activators | actives 0.063% (n = 320,000); also: potency is read from the fitted curve at half-maximal effect; % of control where 0% means no effect; nearly all actives have a fitted effect of over 45% in size
#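 H1299 (p53-null), stable ts p53-A138V + BP100-Luc; 1000 cells/well, Opti-MEM/10% FBS; cpd 4 pt, 1:5; 24 h, 37 deg C, 5% CO2; detection reagent 10 min RT; luminescence.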
# Rab9 prom act: qHTS Assay for Rab9 Promoter Activators | Potency, µM (top dose mostly 9.22 µM), without a hit: at the top dose activation, negative = inhibition, usual class: activators | actives 2.8% (n = 320,000) | Huh7 Rab9 promoter-luciferase reporter, luminescence, 24 h; also: potency is read from the fitted curve at half-maximal effect; % of control where 0% means no effect; nearly all actives have a fitted effect of over 60% in size
#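 Huh7 reporter line, Rab9 promoter upstream of luciferase. Compound exposure 24 h at 37 °C in reduced-serum medium with 10% FBS. Read-out: luminescence.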
# RORg inh: qHTS for inhibitors of ROR gamma transcriptional activity. Drosophila S2 Gal4-RORgamma UAS-luciferase reporter, 20 h. Potency, µM (top dose mostly 53.6 µM), for inactives: at the highest dose activity change, negative = inhibition, most hits filed as inhibitors. actives 5.4% (n = 310,000). AID 2551, 2010; also: potency is read from the fitted curve at half-maximal effect; % is scaled to controls: 0 for no effect and ±100 for the full control effect; nearly all actives have a fitted effect of over 60% in size
#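 Drosophila Schneider cells stably carrying a metallothionein-driven Gal4 DBD–ROR gamma fusion and a UAS-Photinus luciferase reporter were exposed to compound for 1 hr, then induced with copper sulfate (700 uM final) for 20 hr at ambient temperature before luminescence reading.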
# FLuc counter: qHTS profiling assay for firefly luciferase inhibitor/activator using purifed enzyme and Km concentrations of substrates (counterscreen for miR-21 project) | Luciferin 4-monooxygenase (Photinus pyralis), P08659 | purified FLuc, Km substrates, luminescence inhibition | Potency, µM (series often up to 57.5 µM), without a hit: top-dose activity change, negative = inhibition, actives largely listed as inhibitors | actives 6.9% (n = 360,000) | AID 588342, 2011;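 also: potency is read from the fitted curve at half-maximal effect; plate controls were vehicle for no effect and reference inhibitor for full effect; nearly all actives have a fitted effect of over 55% in size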
#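 Purified P. pyralis luciferase, 10 nM final, with Km-level 10 uM D-luciferin and 10 uM ATP in 50 mM Tris acetate pH 7.5, 10 mM Mg acetate, 0.01% Tween-20, 0.05% BSA; 6-point qHTS titration about 60 µM downward; luminescence read.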
# BRCA1 expr act: qHTS Assay to Identify Small Molecule Activators of BRCA1 Expression | AID 624202, 2012 | actives 1.1% (n = 380,000) | MCF7-BRCA1-FFLuc reporter, luminescence, 48 h; response scale: scaled: vehicle 0%, 10 µM genistein 100% | Potency, µM (top dose mostly 46.1 µM), for inactives: at the highest dose activation, most hits filed as activators; also: potency is read from the fitted curve at half-maximal effect; nearly all actives have a fitted effect of over 80% in size; some results filed as inactive show a strong effect at the top dose
#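 Luminescence from a BRCA1-driven firefly luciferase in MCF7 cells was the read-out, taken 15 min after substrate addition following 48 h compound exposure at 37 °C. Data were normalized to a 10 microM genistein control and DMSO vehicle.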
# * hit, by the source's call; ? = inconclusive; . = no result given; & = joins results of further samples; [ ] = dose if it differs, or a comment. Unless noted, calls follow the shape of the dose curve; as a rule, active = well fitted curve in the direction sought with a large enough effect; inconclusive = small, poorly fitted or top-dose-only effect, or another doubt; inactive = no such curve, though single readings can be large; an effect the other way counts as inactive or inconclusive.
SMILES,Menin MLL FP TR,Gal4-VP16 FLuc,PKM2 activator,ELG1 genotox,NPC1 prom act,Giardia killer,p53 reactivation,Rab9 prom act,RORg inh,FLuc counter,BRCA1 expr act
COc1ccccc1NS(=O)(=O)c1ccc(C(=O)NCC(c2ccccc2OC)N(C)C)cc1 (stereo not drawn),.,10%,10%,2%,14%,-20,-3%,-1%,27%,5%,1%
COc1ccc(OC)c(NC(=O)c2cccnc2Sc2cc(C)ccc2C)c1,17%,3%,-3%,1%,-4%,11,-1%,0%,28%,1%,-8%
O=C(COC(=O)c1ccc2c(c1)OCO2)NCc1ccc(Cl)cc1,0%,-9%,-3%,-1%,-1%,1,1%,-2%,-27%,8%,-11%
O=C(NCCc1ccc(O)c(O)c1)C1COc2ccccc2O1 (stereo not drawn),18%,-17%,.,4%,-10%,9,7%,-2%,1%,-18%,-31%
CCc1nc(SCc2ccc(F)cc2)[nH]c(=O)c1C#N,13%,-19%,1%,-1%,2%,-15,2%,0%,?,-11%,19%
Cc1cc(NC(=O)CCC(=O)N(Cc2ccco2)C2(C(=O)NC3CCCCC3)CCN(C)CC2)no1,11%,1%,-7%,-1%,-7%,-8,-5%,-2%,13%,7%,-23%
O=C(CSc1n[nH]c(=O)n1-c1ccccc1)Nc1ccccc1C(F)(F)F,2%,3%,1%,2%,1%,5,.,-3%,-9%,3%,0%
COc1cccc(CC2(CO)CCN(CC3=CC[C@H]4C[C@@H]3C4(C)C)CC2)c1,21%,-1%,-4%,0%,-2%,-3,0%,0%,-1%,0%,-4%
O=C(NNC(=O)C12CC3CC(CC(C3)C1)C2)[C@@H]1C[C@H]1c1ccccc1,10%,-9%,-1%,2%,-3%,6,4%,4%,16%,-7%,33%
COc1cc([C@H]2c3[nH]c4ccccc4c3C[C@H]3C(=O)N4[C@@H](c5cc(OC)c(OC)c(OC)c5)c5[nH]c6ccccc6c5C[C@H]4C(=O)N23)cc(OC)c1OC,-8%,10µM*,-1%,?,-1%,-3,-8%,-7%,?,0%,-61%
CCS(=O)(=O)c1ccc2oc(Nc3ccccc3C)nc2c1,12%,17%,-44%,?,3.5µM*,-3,?,3.5µM*,0%,13µM*,?
COc1cc(OC)c(OC)cc1CNCCSc1nnnn1C,-3%,9%,0%,-5%,-2%,5,-1%,-6%,16%,-1%,-3%
COC(=O)[C@H](Cc1ccccc1)NC(=O)[C@@]1(C)C[C@@H]1[C@@H](NC(=O)OCc1ccccc1)c1ccccc1,?,-6%&-6%,2%&-2%,2%,0%,-24,-2%,-2%,11%&2%,-12%,36%
CCOc1ccc(-c2ccc(SCC(=O)Nc3nnc(CC)s3)nn2)cc1,?,-16%,-1%,?,?,?,21%,?,?,0.6µM*,?
CCCCC(=O)NN(C)c1nc(-c2ccccc2)nnc1C(F)(F)F,24%,-23%,0%,-3%,-2%,5,-2%,0%,-7%,-3%,-20%
COC(=O)C1=[N+]([O-])OC(C(=O)OC)C1c1c[nH]c2ccccc12 (stereo not drawn),-3%,2%,0%,6%,11%,-3,-2%,12%,-5%,-3%,-1%
COc1ccccc1C(=O)Nc1ccnn1C1CCN(Cc2ncc[nH]2)CC1,-9%,-8%,.,2%[9.26 µM],-2%,-5,-8%,1%,-12%,1%,0%
CCOC(=O)CN1C(=O)/C(=C/c2ccc(Cl)cc2)Oc2ccccc21,?,-1%,.,-4%,0%,-14,?,-4%,1%,?,-18%
O=C(CNS(=O)(=O)c1cccs1)N1CCN(c2ccccn2)CC1,-6%,-3%,22µM*,0%,-3%,1,16%,0%,11%,-1%,38%
CC(=O)n1nc(-c2ccco2)nc1N,-2%,-1%,3%,-1%,0%,-6,11%,5%,6%,-2%,-6%
COC(=O)c1ccc2nc(C)c(C)nc2c1,-16%,-4%,-5%,3%,2%,2,9%,0%,0%,-1%,5%[1.84 µM]
CC(=O)c1ccc(NC(=O)CCNC(=O)c2ccccc2Cl)cc1,12%,-9%,-5%,7%,2%,?,1%,0%,14%,-2%,15%
CCn1c2ccccc2c2nnc(SCC(=O)N3CC(C)OC(C)C3)nc21 (stereo not drawn),13%,-12%,-6%,3%,-4%,17,-6%,-1%,-21%,-7%,-2%
O=C(O/N=C1/CCSc2ccccc21)c1ccccc1,10%,-5%,-19%,0%,7%,3,3%,-5%,16%,0.67µM*,0%
Cc1ccc(CN2CCN(Cc3cccn3-c3ccc(Cl)cn3)CC2CCO)o1 (stereo not drawn),-9%,6%,1%,-1%,-3%,-2,-2%,2%,2%,-1%,-17%
Cc1c(Cl)cccc1N(CC(=O)NC1CCCCC1)S(C)(=O)=O,1%,0%,-3%,1%,8%,-14,-2%,1%,2%[10 µM],2%,-7%
O=C(NCCO)/C(=C/c1cccc([N+](=O)[O-])c1)NC(=O)c1ccco1,-9%,6%,-7%,-10%,-4%,11,-1%,2%,2%,-2%,-10%
CCOC(=O)C1=C(N)OC2=C(C(=O)CC(C)(C)C2)C1c1cccnc1 (stereo not drawn),5%,-2%,-3%,1%,0%,-1,9%,2%,15%,7%,12%
Cn1nnnc1SC(C(=O)Nc1ccc(F)cc1)c1ccccc1 (stereo not drawn),-4%,4%,-1%,0%,-3%,5,-2%,1%,23%,0%,-8%
CCNc1ccc(S(N)(=O)=O)cc1[N+](=O)[O-],13%,7%,9%,0%,-2%,13,4%,2%,-2%,-1%,-9%
Cn1c(=O)c(-c2ccccc2N)nc2ccccc21,11%,1%,5%,?,3%,6,?,-2%,1%,?,-15%
O=C(c1ccccc1)N1CCN(c2ccc(Cl)cc2)CC1,-17%,-9%,-3%,-7%,8%,3,-3%,10%,37%,1%,-26%
COc1ccc(OC)c(Nc2nc(NCc3ccco3)nc(N)c2[N+](=O)[O-])c1,.,1%,-8%,?,4%,18,6%,1%,-12%,1%,-19%
CN(CCCNC(=O)Cn1c(=O)c2cccn2c2ccccc21)Cc1ccccc1,.,-3%,.,1%,-3%,32[activator],15%,-1%,-9%,2%,6%
CC(=O)c1c(C)[nH]c(C(=O)OCC(=O)Nc2cc(C)on2)c1C,-7%,2%,2%,6%,2%,5,0%,-2%,0%,1%,-46%
CSc1sc(C(=O)N2CCCCC2)c(-c2cccs2)c1C#N,.,4%,-1%,-3%,-1%,-21,3%,-6%,22%,0%,-22%
COc1ccc(Br)cc1S(=O)(=O)N1CCCC1,-1%,12%,13%,0%,2%,9,-10%,8%,10%,-8%,-7%
Cc1ccc(NC(=O)N2CCCc3ccccc32)cc1C,-18%,1%,-2%,?,17%,-12,12%,20%,5%,21µM*,24%
CC(C)CCNC(=O)c1cc2c(s1)-c1ccccc1S(=O)(=O)C2,.,-25%,4%,-4%,2%,-10,2%,8%,-9%,?,-23%
O=C(C1CCCO1)N1CCN(c2ccccn2)CC1 (stereo not drawn),-16%,3%,-2%,1%,-1%,13,0%,-4%,-2%,0%,0%
COc1ccc(CNC(=O)CCNS(=O)(=O)c2cc(Br)cnc2N)cc1,.,-12%,.,-13%,-1%,5,1%,3%,-27%,-1%,26%
COc1ccccc1N(CC1CO1)S(=O)(=O)c1ccc(C)cc1 (stereo not drawn),1%,3%,3%,-3%,-2%,-5,-15%,-1%,-4%,0%,-4%
COc1ccc(NC(=O)c2ccc(OCc3c(C)noc3C)c(OC)c2)cn1,1%,7%,-3%,-1%,-2%,-1,-2%,-2%,-6%,7%,-5%
O=C(Nc1ccccc1Cl)Nc1cccc2cccnc12,?,?,-6%,19%,15%,-18,.,8%,20%,12µM*,61%

# Not all compounds are listed; the hit share may differ from the screen's.
